G9a inh: qHTS Assay for Inhibitors of Histone Lysine Methyltransferase G9a; G9a H3K9 monomethylation, AlphaScreen, 2 h; actives 8.8% (n = 350,000); Potency, µM (series often up to 102 µM), for inactives: at the top dose activity, negative = inhibition, usual class: inhibitors; AID 504332, 2011; further: potency means the concentration at half of the fitted maximal effect; on the % scale 0 is the no-effect control and ±100 the full control effect; nearly all actives have a fitted effect of over 75% in size
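Chemiluminescent proximity detection of H3K9 monomethylation, read after 10 min bead incubation in the dark. Reaction: 20 nM G9a, 500 nM biotin-H3K9 peptide, 20 uM SAM cofactor, 2 h, room temperature, following 15 min enzyme-compound preincubation.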
JMJD2A Tudor: qHTS Assay for Inhibitors of JMJD2A-Tudor Domain; AID 504339, 2011; Potency, µM (doses to about 114 µM), inactives show at the highest dose activity change, negative = inhibition, actives largely listed as inhibitors; AlphaScreen JMJD2A-Tudor / H3K4me3 peptide binding; actives 4.4% (n = 390,000); further: potency means the concentration at half of the fitted maximal effect; on the % scale 0 is the no-effect control and ±100 the full control effect; nearly all actives have a fitted effect of over 50% in size
Target sequence (O75164 whole entry, looked up, the tested form may be a part): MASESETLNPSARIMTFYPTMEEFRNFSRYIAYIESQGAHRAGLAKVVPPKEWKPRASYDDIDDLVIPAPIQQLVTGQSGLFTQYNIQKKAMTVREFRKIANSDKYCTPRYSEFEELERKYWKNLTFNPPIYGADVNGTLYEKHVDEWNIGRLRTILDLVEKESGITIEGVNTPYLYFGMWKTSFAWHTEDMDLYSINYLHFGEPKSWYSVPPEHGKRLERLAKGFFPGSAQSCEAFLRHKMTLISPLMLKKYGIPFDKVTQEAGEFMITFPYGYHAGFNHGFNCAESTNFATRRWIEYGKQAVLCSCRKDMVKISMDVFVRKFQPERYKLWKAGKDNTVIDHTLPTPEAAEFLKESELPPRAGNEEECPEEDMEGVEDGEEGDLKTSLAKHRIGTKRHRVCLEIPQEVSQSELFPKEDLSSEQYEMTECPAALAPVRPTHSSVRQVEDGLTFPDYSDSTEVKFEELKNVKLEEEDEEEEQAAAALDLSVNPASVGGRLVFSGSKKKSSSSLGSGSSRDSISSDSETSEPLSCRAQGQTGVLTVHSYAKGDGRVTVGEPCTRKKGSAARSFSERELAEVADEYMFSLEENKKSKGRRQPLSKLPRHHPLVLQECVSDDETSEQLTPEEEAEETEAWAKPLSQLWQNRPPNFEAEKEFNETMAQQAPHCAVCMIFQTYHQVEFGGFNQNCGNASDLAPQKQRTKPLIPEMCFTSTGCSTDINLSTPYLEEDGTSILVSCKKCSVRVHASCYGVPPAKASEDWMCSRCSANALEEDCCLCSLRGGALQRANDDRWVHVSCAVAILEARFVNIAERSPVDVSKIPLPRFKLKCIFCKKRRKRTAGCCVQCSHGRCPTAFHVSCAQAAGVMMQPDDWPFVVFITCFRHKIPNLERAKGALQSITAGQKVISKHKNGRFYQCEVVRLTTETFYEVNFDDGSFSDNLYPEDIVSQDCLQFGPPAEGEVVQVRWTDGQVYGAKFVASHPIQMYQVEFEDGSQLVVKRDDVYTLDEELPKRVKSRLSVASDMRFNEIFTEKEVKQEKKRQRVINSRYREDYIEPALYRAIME
Pin1 inh: qHTS Assay to Find Inhibitors of Pin1; Peptidyl-prolyl cis-trans isomerase NIMA-interacting 1 (Homo sapiens), Q13526; Pin1 FP peptide displacement, HiFluor488, 10 min; Potency, µM (highest dose often 115 µM), inactives show at the highest dose activity, negative = inhibition, most hits filed as inhibitors; actives 0.009% (n = 390,000); AID 504891, 2011; active means well fitted inhibition curve with a large enough effect in the polarisation, with a control signal flat, not every such curve was filed as active; inconclusive means small, poorly fitted or top-dose-only effect, or effect the other way, or a change in a side signal; inactive means no such curve, though single readings can be large or run the other way; the % refers to the polarisation; further: potency means the concentration at half of the fitted maximal effect; on the % scale 0 is the no-effect control and ±100 the full control effect
ERG Ets-DNA blk: qHTS for Small Molecule Inhibitors of the ERG Ets/DNA interaction; Transcriptional regulator ERG (Homo sapiens), P11308; fluorescence polarization, His-ERG Ets domain / labelled DNA; Potency, µM (highest dose often 76.9 µM), for the others: at the highest dose FP activity, negative = inhibition, hits mostly inhibitors; actives 0.028% (n = 370,000); AID 624246, 2012; active means well fitted inhibition curve with a large enough effect in the polarisation, with a control signal flat; inconclusive means small, poorly fitted or top-dose-only effect, or effect the other way, or a change in a side signal; inactive means no such curve, though single readings can be large or run the other way; the % refers to the polarisation;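 further: polarization taken with two DNA probes labelled with fluorescein and Texas red; potency means the concentration at half of the fitted maximal effect; % of control where 0% means no effect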
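His-tagged ERG Ets domain (1 uM in the protein solution; 300mM KCl, 50mM Tris-HCl, 1mM EDTA, 1mM DTT, pH 7.5) received compound, then a probe mix of 5 nM fluorescein-DNA and 100nM Texas-615-DNA. Fluorescence polarization was read for both dyes.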
PI4K2A block: qHTS for small molecular inhibitors of PI4K2A; purified PI4K2A, ADP-Glo luminescence, 1 h; stronger effect = lower value; activity change, negative = inhibition, % at 76.9 µM; actives 0.13% (n = 420,000); AID 1346378, 2018; in the data active means activity change below about -50%; inconclusive means mostly about -30% to -49%;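 further: -100% = wells without enzyme as full effect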
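PI4K2A activity was measured by ADP-Glo luminescence: enzyme (4 ug/mL stock) and phosphatidylinositol (1.2 mM stock) in Tris pH 7.5/MgCl2/EGTA/Triton X-100 buffer were reacted with ATP (300 microM stock) for one hour at ambient temperature.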
BAZ2B block: qHTS Assay for Inhibitors of BAZ2B. AlphaScreen BAZ2B-H3K14Ac peptide displacement. Potency, µM (doses to about 114 µM), without a hit: top-dose activity change, negative = inhibition, usual class: inhibitors. actives 4.4% (n = 360,000); further: potency means the concentration at half of the fitted maximal effect; on the % scale 0 is the no-effect control and ±100 the full control effect; nearly all actives have a fitted effect of over 60% in size
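In this displacement format the biotinylated H3(5-23) peptide acetylated at Lys14 serves as ligand at 50 nM, with BAZ2B at 50 nM in PBS pH 7.4 containing 0.01% Tween-20. Donor and acceptor beads are 10 ug/mL final.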
HP1b binding inh: HTS for Inhibitors of HP1-beta Chromodomain Interactions with Methylated Histone Tails; Chromobox protein homolog 1 (Homo sapiens), P83916; AlphaScreen HP1-beta / biotin-H3K9me3 peptide binding; Potency, µM (doses to about 114 µM), without a hit: at the top dose activity change, negative = inhibition, hits mostly inhibitors; actives 0.56% (n = 390,000); AID 540317, 2011; further: potency means the concentration at half of the fitted maximal effect; nearly all actives have a fitted effect of over 70% in size; inactives centre near 23
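HP1-beta protein (50 nM final) preincubated 30 min at room temperature with biotinylated H3(1-18)K9me3 peptide (50 nM) in PBS pH 7.4, 0.01% Tween-20, then compound added for 30 min. AlphaScreen streptavidin donor/nickel chelate acceptor beads (10 ug/mL final), 30 min dark, luminescence read.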
GLS inh: qHTS for Inhibitors of Glutaminase (GLS) | GLS enzymatic activity, qHTS titration | Potency, µM (titrated, usually from 45.5 µM), inactives show at the highest dose activity change, negative = inhibition, usual class: inhibitors | actives 0.21% (n = 410,000) | AID 624170, 2012; further: potency means the concentration at half of the fitted maximal effect; on the % scale 0 is the no-effect control and ±100 the full control effect
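Enzyme dispensed in phosphate buffer (45 mM, pH 8.2, 0.02% Tween-20), compounds pinned in, then 1 mM L-glutamine solution and the glutamate oxidase–HRP–Amplex Red mix added; fluorescence read immediately and again after 30 min at room temperature.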
Tb PGK inh: qHTS Assay to Find Inhibitors of Phosphoglycerate Kinase; Phosphoglycerate kinase, glycosomal (Trypanosoma brucei brucei), P07378; PGK/GAPDH coupled, Kinase-Glo luminescence, 60 min; Potency, µM (titrated, usually from 57.5 µM), for inactives: at the top dose activity change, negative = inhibition, most hits filed as inhibitors; actives 0.043% (n = 380,000); AID 602233, 2012; further: potency means the concentration at half of the fitted maximal effect; on the % scale 0 is the no-effect control and ±100 the full control effect; nearly all actives have a fitted effect of over 60% in size
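Luminescent ATP detection (Kinase-Glo Plus) follows a 60-minute room-temperature incubation, with wells lacking PGK as controls. Buffer: 100 mM TEA (pH 7.6), 5 mM MgCl2, 0.01% Tween-20. Coupling enzyme GAPDH (100 nM final) supplies unstable 1,3-BPG in-well.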
Starred values were filed as active, the others as inactive; i = inactive; ? = inconclusive; · = not tested or not shown; [ ] = dose if it differs, or a comment. Unless noted, the call rests on the fitted dose curve; in most records, active means well fitted curve in the direction sought with a large enough effect; inconclusive means small, poorly fitted or top-dose-only effect, or another doubt; inactive means no such curve, though single readings can be large; an effect the other way counts as inactive or inconclusive.

Sequence of screens: HP1b binding inh, ERG Ets-DNA blk, BAZ2B block, G9a inh, JMJD2A Tudor, PI4K2A block, Pin1 inh, Tb PGK inh, GLS inh
> COc1cc(OC)cc(OC(=O)C2CCN(C3=NS(=O)(=O)c4ccccc43)CC2)c1
→ 30%, -8%, 11%, ?, -18%, -3, -6%, i, 1%
> COc1ccc(-c2noc(-c3ccccc3Cl)n2)cc1OC
→ 56%[activator], ·, 47%[activator], -26%[12.7 µM], 25%, 0, -1%, ·, -1%
> COc1ccc(N=CC2=C(O)CC(C)(C)CC2=O)cc1OC
→ 21%, 19%, 4%, ·, -6%, -1, -2%, -1%, -11%
> CCOc1cc2oc(=O)c3c(c2cc1Cl)CCC3
→ 19%, -7%, -1%, ?, -17%, -5, -3%, -9%, 3%
> CCC(C(=O)NCCC(C)C)N(Cc1ccccc1Cl)C(=O)c1snc(C(N)=O)c1N (stereo unspecified)
→ 39%[activator], 9%, ?, ·, -8%, 3, 5%, -4%, -4%
> Cc1[nH]c2ccc(F)cc2c1CCN(Cc1ccncc1)C(=S)Nc1ccc(F)cc1
→ 12%, 2%, ·, ?, ?, 0, -1%, i, -7%
> COc1cccc(NC(=O)CN(C)C(=O)CSc2ncnc3sc(C)c(C)c23)c1
→ 29%, 2%, 3%, -45%[59 µM], -14%, -4, 0%, -6%, 1%
> COc1ccc(-c2cc(C(=O)N3CCC3)c3ccccc3n2)cc1OC
→ 11%, -2%, 6%, -1%, -16%, -3, 8%, 1%, -1%
> CCOc1cc(NC(=S)NCCOC)c(OCC)cc1NC(=O)c1ccco1
→ 11%, -15%, -34%, -28%, -28%, 1, 7%, -3%, -5%
> CCOC(=O)c1ccc(NC(=O)Nc2ccc(Cl)cn2)cc1
→ 5%, -5%, 5%, 44%[activator], -19%, 4, 1%, i, -5%

An excerpt of these results, comma-delimited.
SMILES,HP1b binding inh,ERG Ets-DNA blk,BAZ2B block,G9a inh,JMJD2A Tudor,PI4K2A block,Pin1 inh,Tb PGK inh,GLS inh
CCC(C(=O)NCCC(C)C)N(Cc1ccccc1Cl)C(=O)c1snc(C(N)=O)c1N (stereo unspecified),39%[activator],9%,?,·,-8%,3,5%,-4%,-4%
Cc1[nH]c2ccc(F)cc2c1CCN(Cc1ccncc1)C(=S)Nc1ccc(F)cc1,12%,2%,·,?,?,0,-1%,i,-7%
COc1cccc(NC(=O)CN(C)C(=O)CSc2ncnc3sc(C)c(C)c23)c1,29%,2%,3%,-45%[59 µM],-14%,-4,0%,-6%,1%
COc1ccc(-c2cc(C(=O)N3CCC3)c3ccccc3n2)cc1OC,11%,-2%,6%,-1%,-16%,-3,8%,1%,-1%
CCOc1cc(NC(=S)NCCOC)c(OCC)cc1NC(=O)c1ccco1,11%,-15%,-34%,-28%,-28%,1,7%,-3%,-5%

Two consecutive compounds already listed, quoted:
Sequence of screens: HP1b binding inh, ERG Ets-DNA blk, BAZ2B block, G9a inh, JMJD2A Tudor, PI4K2A block, Pin1 inh, Tb PGK inh, GLS inh
> CCOc1cc(NC(=S)NCCOC)c(OCC)cc1NC(=O)c1ccco1
→ 11%, -15%, -34%, -28%, -28%, 1, 7%, -3%, -5%
> CCOC(=O)c1ccc(NC(=O)Nc2ccc(Cl)cn2)cc1
→ 5%, -5%, 5%, 44%[activator], -19%, 4, 1%, i, -5%

More entries:
Sequence of screens: HP1b binding inh, ERG Ets-DNA blk, BAZ2B block, G9a inh, JMJD2A Tudor, PI4K2A block, Pin1 inh, Tb PGK inh, GLS inh
> Cc1ccc(CNC(=O)c2ccc3c(c2)CCN3S(=O)(=O)c2ccccc2)cc1
→ 13%, 6%, -2%, 5.6µM*, -18%, -3, 6%, i, -1%
> C/C(=N\NC(=O)c1ccc2ccccc2c1)c1cccs1
→ 44%[activator], 0%, -15%, 37%, -16%, -25, 0%, -7%, -3%
> Oc1ccc2ccccc2c1N=Nc1nccs1
→ 6.3µM*, 0%, 2µM*, 12%[0.501 µM], 5.6µM*, -16, ?, -15%, -15%
> O=C(Cn1nc(Cc2cccnc2)c2ccccc2c1=O)N1CCN(c2ccccn2)CC1
→ 40%[activator], 9%, 2%, -7%, -15%, 2, -2%, -2%, 0%
> O=c1[nH]c2cc(Cl)ccc2n1-c1ccccc1
→ 15%, 6%, 3%, 10%[59 µM], -13%, -5, 1%, -6%, 2%
> CC(C)CNC(=O)c1cc([N+](=O)[O-])ccc1N1CCCCC1
→ 73%[activator], 1%, 2%, 24%[59 µM], -14%, -1, 11%, ·, 0%
> CC(=O)c1ccc(NC(=O)CN(c2c(C)cccc2C)S(C)(=O)=O)cc1
→ 33%, -3%, -7%, ?, -20%, -2, -1%, -4%, 3%
> COc1ccccc1C(=O)Nc1nc(N)n(-c2ccccc2)n1
→ 33%, -11%, ?, -10%[59 µM], 4%, 0, 3%, 2%, 1%
> CC(=O)N1CCN=C1SCc1cccc(C)c1
→ 49%[activator], 3%, -10%, 31%, 11%, -6, -17%, -8%, 2%
> CC(C)(C)OC(=O)N[C@H]1C=C[C@@H](OC(=O)CC(=O)OCC(F)(F)F)C1
→ 54%[activator], 16%, ·, ·, -2%, 2, 6%, -3%, -9%
> COc1ccc(NC(=O)C(C)Oc2ccc(/C(C)=N\O)cc2)cc1 (stereo unspecified)
→ 34%, 5%, 1%, 9%[12.7 µM], -6%, 0, 1%, i, 24%
> O=C(NCc1ccco1)c1ccc(OCC2CCCO2)cc1 (stereo unspecified)
→ 42%[activator], -12%, 12%, -3%[59 µM], 12%, 3, 0%, i, ·
> O=S(=O)(c1cc(F)ccc1F)N1CCC2(CC1)OCCN2S(=O)(=O)c1cccs1
→ 28%, 9%, 1%, ?, -21%, 2, 3%, 0%, 15%

Two records drawn at random from the list so far:
Sequence of screens: HP1b binding inh, ERG Ets-DNA blk, BAZ2B block, G9a inh, JMJD2A Tudor, PI4K2A block, Pin1 inh, Tb PGK inh, GLS inh
> O=C(Cn1nc(Cc2cccnc2)c2ccccc2c1=O)N1CCN(c2ccccn2)CC1
→ 40%[activator], 9%, 2%, -7%, -15%, 2, -2%, -2%, 0%
> O=S(=O)(c1cc(F)ccc1F)N1CCC2(CC1)OCCN2S(=O)(=O)c1cccs1
→ 28%, 9%, 1%, ?, -21%, 2, 3%, 0%, 15%

Bioassay records: PubChem, National Center for Advancing Translational Sciences (NCATS)
